Assay outcomes: PubChem BioAssay, several laboratories
Glyco luc inh: blocks N-linked glycosylation in D54 reporter cells | AID 588692 | reporter increase, % at 12.5 µM | actives 0.23% (n = 360,000) | D54 ERlucT glycosylation luciferase reporter, 24 h; percent of 100 nM tunicamycin response;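 active = mean luciferase reporter signal, scaled so untreated is 0 and the glycosylation-blocking control 100, at or above a set limit in every replicate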;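 note: luciferase carries N-glycosylation sites so blocking glycosylation raises the light; 0% = median of neutral control wells and 100% = median of 100 nM tunicamycin wells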
Granule exo inh: lytic granule exocytosis inhibition; TALL-104 LAMP-1 surface exposure, flow cytometry; cells stimulated with thapsigargin and PMA; actives 0.66% (n = 360,000); inhibition, % at 10 µM;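 active = inhibition above about 55%, limit read from the data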
aDG glyco act: increases alpha dystroglycan glycosylation. actives 0.22% (n = 360,000). activation, % at 10 µM. Pro5-aDG cells, alpha-DG glycosylation AlphaScreen (IIH6); 0% Pro5, 100% B10-LARGE cell signal;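 active = activation of at least 8% versus controls, or a plate z-score of at least 8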;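 note: Pro5 are CHO cells carrying HIG-tagged alpha-DG that lacks glycosylation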
Vif inh: HIV Vif inhibition. inhibition, % at 7.49 µM. HEK293T cells, Vif self-association by quenched fluorescence, imaging, 24 h. AID 602346. actives 0.35% (n = 340,000); in the data active = inhibition above about 50%, passing the limit was not always enough; note: some results filed as inactive read as strong as hits
ABHD5 PLIN5 PPI: blocks binding of human ABHD5 to perilipin-5; Q00G26+Q8WTS1; Split G. princeps luciferase complementation, luminescence, 4 h; inhibition, % at 4 µM; actives 0.78% (n = 360,000); AID 602281;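 active = inhibition above the mean inhibition across every tested compound plus 3 SD, cut at about 22% in these data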;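 note: 0% = DMSO only wells and the 100% control is not disclosed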
TLR9-MyD88 inh: TLR9-MyD88 interaction inhibition; inhibition, % at 4.98 µM; actives 0.21% (n = 340,000); AID 504734; CHO BLA complementation TLR9-MyD88, CCF4 FRET ratio;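 active = inhibition above the mean over all tested compounds plus 3 SD, cut at about 21% in these data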;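 note: 0% = DMSO only wells and 100% = clavulanate BLA inhibitor control wells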
MC4R antagonist: blocks human MC4R cAMP signaling | AID 540295 | MC4R-expressing cells, MTII-stimulated cAMP, LANCE TR-FRET | P32245 | inhibition, % at 6.5 µM | actives 0.48% (n = 360,000);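 active = inhibition above its plate's cutoff, the mean of tested wells on that plate plus 3 SD, cut at about 29% in these data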;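 note: 0% = Melanotan II alone and 100% = Melanotan II plus saturating MCL0020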
Target sequence (P32245 whole entry, looked up): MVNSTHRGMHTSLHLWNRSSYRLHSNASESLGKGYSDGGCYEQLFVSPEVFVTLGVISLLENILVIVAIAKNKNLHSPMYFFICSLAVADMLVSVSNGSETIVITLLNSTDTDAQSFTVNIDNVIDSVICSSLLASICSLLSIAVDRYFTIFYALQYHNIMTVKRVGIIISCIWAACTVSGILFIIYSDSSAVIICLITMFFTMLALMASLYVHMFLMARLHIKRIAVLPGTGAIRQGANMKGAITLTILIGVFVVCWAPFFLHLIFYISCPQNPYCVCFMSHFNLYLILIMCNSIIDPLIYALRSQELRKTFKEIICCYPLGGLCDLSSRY
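Material – human MC4R-expressing U2OS cells · Repeats – no replicates · Detection – TR-FRET with Eu-cAMP and labeled anti-cAMP, 671 nm · Times – compound 30 min, challenge 1 h, detection 1 h · Compound – single nominal compound dose of 6.5 µM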
NOD2 RIPK2 PPI: inhibitors of human NOD2-RIPK2 interaction; O43353; CHO BLA complementation NOD2-RIPK2, CCF4 ratio; inhibition, % at 4.98 µM; actives 0.38% (n = 360,000); AID 624267; in the data active = inhibition above about 21%;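 note: 0% = vehicle only and 100% = reference blocker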
Target sequence (O43353 whole entry, looked up): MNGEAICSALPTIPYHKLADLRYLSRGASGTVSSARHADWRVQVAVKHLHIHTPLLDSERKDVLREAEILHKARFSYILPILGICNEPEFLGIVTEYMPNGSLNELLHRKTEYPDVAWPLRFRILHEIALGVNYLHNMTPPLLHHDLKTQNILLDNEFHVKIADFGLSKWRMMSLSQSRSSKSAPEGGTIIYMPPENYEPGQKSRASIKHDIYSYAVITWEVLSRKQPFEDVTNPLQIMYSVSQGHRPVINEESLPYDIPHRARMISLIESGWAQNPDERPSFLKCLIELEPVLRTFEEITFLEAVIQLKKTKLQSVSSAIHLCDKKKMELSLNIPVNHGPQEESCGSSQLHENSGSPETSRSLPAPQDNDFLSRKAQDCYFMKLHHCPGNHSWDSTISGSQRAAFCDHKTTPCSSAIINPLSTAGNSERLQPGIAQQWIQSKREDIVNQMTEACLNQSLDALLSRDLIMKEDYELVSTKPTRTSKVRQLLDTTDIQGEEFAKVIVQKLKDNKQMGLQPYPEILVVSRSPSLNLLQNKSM
ABCB6 inh MLPCN: human ABCB6 transporter inhibition | K562-ABCB6 porphyrin accumulation, flow cytometry, 1 h; stronger effect = lower value | fluorescence ratio to DMSO, % at 10 µM | actives 0.19% (n = 360,000);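 active = fluorescence ratio to DMSO below 75%, the collection mean minus 3 SD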;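 note: signal is porphyrin accumulated inside mitochondria; 100% equals median channel fluorescence of DMSO control wells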
MC4R barr agon: activates human MC4R beta-arrestin recruitment; P32245; U2OS MC4R beta-arrestin complementation, luminescence; percent of melanotan II response, DMSO zero; activation, % at 8.9 µM; actives 0.98% (n = 360,000);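 active = activation above a per-plate cutoff, the mean activation of sample wells on that plate plus 3 SD, cut at about 8% in these data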
* marks the source's active call; other numbers are inactive results; nt = no result given.

ABHD5 PLIN5 PPI	MC4R barr agon	aDG glyco act	Vif inh	NOD2 RIPK2 PPI	ABCB6 inh MLPCN	TLR9-MyD88 inh	MC4R antagonist	Glyco luc inh	Granule exo inh	canonical_smiles
1	-3.5	0.1	1	4	95	0	5	-1	-4	Cc1nnc(SC(C(=O)c2ccccc2)c2ccccc2)[nH]c1=O (configuration not stated)
-3	-2.6	-0.3	-27	-4	100	6	4	-1	0	N=C1C(c2ccccc2)=C(O)CN1CCCO
5	-1.4	0.0	-6	2	93	-10	7	-4	3	CCCN(CCC)CCCNC(=O)c1cn(CC)c2ccc(S(=O)(=O)N(C)C3CCCCC3)cc2c1=O
0	-2.3	-0.1	nt	-9	87	4	1	2	0	Cc1noc(C)c1COC(=O)Cn1c(C)nc2ccccc21
1	0.2	0.3	-1	-4	100	-10	-1	1	-1	CC(NS(=O)(=O)c1cc2c3c(c1)CCN3C(=O)CC2)c1ccccc1 (configuration not stated)
-2	-1.3	0.1	9	-4	97	-1	5	2	-2	O=C(O)C1(P(=O)(c2ccccc2)c2ccccc2)CCCC1
2	-2.2	-0.2	6	0	99	-8	3	2	-20	COc1cc(N)ccc1-c1cc2ccccc2oc1=O
-6	-0.6	-0.2	nt	-2	98	7	8	1	-1	CCC(C)C(=O)Nc1nc2c(s1)C(=O)CC(C)(C)C2 (configuration not stated)
5	-2.1	-0.3	17	-10	92	-2	3	2	4	COc1cc(CC(=O)NCc2ccc3c(c2)OCO3)cc(OC)c1OC
-4	-2.3	3.5	-6	2	92	4	-2	5	-6	O=C(c1ccc([N+](=O)[O-])s1)N1CCN(c2cccc(Cl)c2)CC1
2	-0.6	-0.2	-16	-6	98	8	15	0	3	Cc1cc(NN)nc(NS(=O)(=O)c2ccccc2Cl)n1
7	-0.5	0.0	-4	-3	105	4	1	1	-2	O=C(OCc1nnc(-c2ccc(Cl)cc2)o1)c1ccncc1
2	-1.1	0.0	2	3	103	-3	15	0	10	Cc1c(CN(C)C(=O)/C=C/c2ccc([N+](=O)[O-])cc2)cnn1C
-3	-0.5	1.4	nt	-2	91	12	3	nt	-2	Cn1c(SCC#N)nnc1-c1cnccn1
4	-0.1	0.4	1	-10	89	-4	-1	-2	-4	O=C(NCc1ccncc1)Nc1ccc2c(c1)OCO2
-3	2.2	0.9	-13	-14	95	-2	-4	-3	-2	O=C(Nc1ccccc1N1CCN(c2ccccc2)CC1)c1ccccc1
0	-2.6	0.3	0	9	98	4	10	-6	-3	O=C1CSC(c2ccc3c(c2)OCO3)N1c1ccc(Oc2ccccc2)cc1 (configuration not stated)
2	-1.7	0.1	nt	0	90	-8	0	1	0	COc1ccc2nc3oc(C(=O)N4CCN(c5ccccc5F)CC4)cc3cc2c1
0	-1.3	-0.5	-2	1	97	-15	9	0	-1	COc1ccc(C2C(C(C)=O)=C(C)N=c3s/c(=C\c4ccc5c(c4)OCO5)c(=O)n32)c(OC)c1 (configuration not stated)
2	-0.8	-0.3	6	0	106	-3	2	0	-7	COc1ccc(CNC(=O)c2ccc(-c3ccccc3)cc2)cc1
4	-1.0	-0.2	2	-9	96	1	7	0	-2	O=C(CN(C(=O)CCC(=O)Nc1nccs1)C1CCCC1)NCc1ccc2c(c1)OCO2
1	0.2	-0.1	-7	-6	99	-17	-9	2	1	Cc1cc(C)n(C(=O)Cn2nc([N+](=O)[O-])c(Br)c2C)n1
7	1.6	-0.3	2	-1	98	1	9	-6	-3	CCOCCN1CCN(c2c3c(nc4cc(-c5ccc(F)cc5)nn24)CCC3)CC1
9	0.8	-0.2	nt	-2	98	-1	10	4	-14	CC(=O)Nc1ccc(NC(=O)CSc2nnc(-c3ccc4c(c3)OCO4)o2)cc1
4	-1.1	-0.1	-6	0	91	13	5	2	3	Cc1ccc(OCC(=O)OCC(=O)NC2CCCC2)cc1C
-5	-1.4	-0.4	16	-7	102	-3	5	-2	2	CCn1cc(/C=C2\SC(=O)N(CC(=O)Nc3ccc4c(c3)OCO4)C2=O)c2ccccc21
-4	-1.6	-0.4	0	-3	103	-7	-6	-1	-6	c1ccc(C2=NNC(c3ccco3)=Nc3ccccc32)cc1
-4	-0.4	-0.3	-1	1	94	-1	2	1	-8	O=c1cc(-c2cccc(Cl)c2)oc2cccc(O)c12
-5	-3.0	-0.1	8	-4	89	-8	4	-1	27	CCN1CCN(C(C)CCc2ccccc2)CC1 (configuration not stated)
-3	-0.3	0.1	-2	2	92	-5	5	0	-1	O=C(c1cccnc1)N(Cc1ccccc1)C1(C(=O)Nc2ccccc2)CCCCC1
3	-0.1	0.8	nt	-20	97	-6	0	-2	-1	c1ccc2c(c1)OCC(c1nn3c(Cn4nnc5ccccc54)nnc3s1)O2 (configuration not stated)
-5	-1.2	-0.1	-11	-5	97	-2	8	1	-5	O=C(O)CC(NC(=O)CC(c1ccccc1)c1ccccc1)c1cccc([N+](=O)[O-])c1 (configuration not stated)
3	-0.9	0.1	-4	9	96	0	-1	2	0	CC(C)(C)c1nc(N)nc(=O)[nH]1
2	-0.1	0.2	-1	0	98	-2	6	10	4	CCO[C@@H]1OC(C(=O)NCc2ccccc2)=C[C@H](c2coc3ccccc3c2=O)[C@H]1CCCO
9	-0.7	0.0	3	-6	99	8	6	-2	2	COc1ccc(OC)c(S(=O)(=O)NCC(c2ccco2)N2CCc3ccccc32)c1 (configuration not stated)
1	-0.1	0.3	0	-11	99	-5	11	0	8	CC1CN(C(=O)c2ccccc2)c2ccccc2NC1=O (configuration not stated)
3	0.0	0.2	34	-5	93	-2	10	0	-3	CC(=O)C1C(c2ccccc2)c2c(n[nH]c2C)CC1(C)O (configuration not stated)
5	0.1	0.2	4	-11	95	-5	7	-1	2	O=C(c1ccc(F)cc1)N1CCC(C(=O)N2CCN(Cc3ccc4c(c3)OCO4)CC2)CC1
-12	0.0	0.8	nt	-7	107	-14	-5	2	1	C[C@@H]1CN([C@@H](C)CO)C(=O)CCCn2nncc2CO[C@H]1CN(C)C(=O)NC1CCCCC1
-8	-0.9	-0.4	1	-3	93	2	12	2	0	O=C(CN1CC(c2ccccc2)CC1=O)OCc1cccc(Br)c1 (configuration not stated)
1	-1.2	0.0	4	-4	102	-2	11	0	-4	CCN(c1ccccc1)S(=O)(=O)c1ccc(N)cc1
-8	-2.9	0.3	-1	3	96	-4	7	2	0	CC(C)C#Cc1ccc2c(c1)O[C@@H](CN(C)S(=O)(=O)c1cn(C)cn1)[C@@H](C)CN([C@H](C)CO)S2(=O)=O
2	-0.1	-0.4	6	0	98	nt	11	1	-10	CCOc1ccc(Cl)cc1-c1cc(C(=O)Nc2cc(OC)ccc2OC)[nH]n1
7	0.1	0.2	-6	-4	95	6	6	15	5	COc1ccc(OC)c(Nc2nc(NCCO)c3ccccc3n2)c1
-1	-1.6	0.1	-2	-3	88	5	3	4	7	CCN(CC)C(=O)c1nc[nH]c1C(=O)N1CCN(c2ccccc2)CC1

One compound at a time, as listed above. Order of screens: ABHD5 PLIN5 PPI	MC4R barr agon	aDG glyco act	Vif inh	NOD2 RIPK2 PPI	ABCB6 inh MLPCN	TLR9-MyD88 inh	MC4R antagonist	Glyco luc inh	Granule exo inh
`O=C(CN1CC(c2ccccc2)CC1=O)OCc1cccc(Br)c1` (configuration not stated) as listed: -8	-0.9	-0.4	1	-3	93	2	12	2	0
`CC1CN(C(=O)c2ccccc2)c2ccccc2NC1=O` (configuration not stated) as listed: 1	-0.1	0.3	0	-11	99	-5	11	0	8
`CC(C)C#Cc1ccc2c(c1)O[C@@H](CN(C)S(=O)(=O)c1cn(C)cn1)[C@@H](C)CN([C@H](C)CO)S2(=O)=O` as listed: -8	-2.9	0.3	-1	3	96	-4	7	2	0

Continuation.
ABHD5 PLIN5 PPI	MC4R barr agon	aDG glyco act	Vif inh	NOD2 RIPK2 PPI	ABCB6 inh MLPCN	TLR9-MyD88 inh	MC4R antagonist	Glyco luc inh	Granule exo inh	canonical_smiles
10	nt	-0.1	nt	0	92	nt	nt	nt	-8	O=C(C[n+]1cccc(C(=O)Nc2ccccc2)c1)c1ccccc1
-6	-0.2	0.7	11	-3	101	2	0	-7	4	Clc1ccc2c(NCc3ccccn3)ccnc2c1
-2	-3.8	0.3	0	-4	99	4	8	0	2	COc1ccccc1OCC#CCNC1CCCCC1C (configuration not stated)
0	-0.4	0.0	-1	-3	101	-6	14	2	-3	CCOC(=O)c1nnsc1N
0	-3.0	0.2	2	-9	93	-1	6	1	-9	Cc1ccc(-n2nc3c(c2NC(=O)c2ccc4c(c2)OCO4)CS(=O)C3)c(C)c1 (configuration not stated)
0	0.3	-0.1	5	3	111	-7	4	-3	-4	C/C(CC(C)C)=N/Nc1ccc([N+](=O)[O-])cc1[N+](=O)[O-]
-1	-0.5	-0.1	4	0	97	-2	-6	0	2	COc1ccc(OC)c(-c2nnc(-c3ccc(C)o3)o2)c1
-4	2.9	0.4	-6	10	97	-6	8	-2	-1	COc1ccc(-n2cc(-c3ccccc3)c3c(=S)nc[nH]c32)cc1
-3	-1.6	0.2	-11	-6	99	2	3	0	-4	Cc1cc(=O)n(C)c(=O)n1CCCCCOc1cccc([N+](=O)[O-])c1
-5	-1.4	-0.3	-2	-4	102	nt	6	1	4	CCOC(=O)C1(C)CCN1C(=O)c1ccccc1 (configuration not stated)
3	-1.1	-0.1	6	-3	96	0	15	4	-1	CCCc1cc(=O)[nH]c(SCC(=O)Nc2cc(C)on2)n1
-1	-0.7	0.5	3	0	96	-8	4	2	-5	Cc1c(CC(=O)O)c(=O)oc2c(C)c(OCc3ccccc3Br)ccc12
1	-0.4	0.1	12	-11	85	0	-7	1	2	Cc1cc(Br)cc(Cl)c1OC(=O)c1ccncc1
3	-0.3	0.0	-5	0	94	-2	-2	-1	-1	N=c1c2c(n(Cc3ccc(F)cc3)c3c1CCC3)CCC2
-9	11*	0.4	nt	-2	95	-2	-2	-3	3	O=C(OC(C(=O)NC1CCCCC1)c1ccc(C(F)(F)F)cc1)c1ccco1 (configuration not stated)
0	-2.6	0.1	2	-2	92	4	2	0	-1	COc1ccc(OC)c(/C=N/NC(=O)C(=O)N2CCCCCC2)c1
-2	-0.2	0.1	-13	-6	101	6	6	0	-6	COc1ccccc1CNC(=O)C1CC(=O)N(c2ccc(C)c(C)c2)C1 (configuration not stated)
-4	1.8	-0.3	-29	-2	100	3	8	-1	13	NS(=O)(=O)c1ccc(NC(=S)Nc2ccn(Cc3cccc4ccccc34)n2)cc1
-2	-0.9	-0.1	-9	-1	103	9	8	3	-1	COC(=O)c1sc(SC)c(S(=O)(=O)C(C)C)c1N
0	-0.1	0.0	-3	-10	96	-4	4	0	0	O=C(O)C(Cc1ccccc1)N1C(=O)c2cccc3cccc(c23)C1=O (configuration not stated)
4	-1.8	0.1	-3	9	95	-7	-2	2	-1	CCOC(=O)c1ccc(NC(=O)CSc2nc(N)c(NC(=O)c3ccc(Br)o3)c(=O)[nH]2)cc1
0	-1.3	0.2	-22	-1	98	14	2	-13	2	CN(c1ncnc(N)c1[N+](=O)[O-])C1CCCCC1
5	-1.0	-0.2	0	-5	100	3	4	1	-5	O=C(Cn1cnc2ccccc2c1=O)N(Cc1ccco1)c1ccc(O)cc1
2	2.7	0.0	4	-9	99	1	24	3	1	O=C(c1ccc([N+](=O)[O-])o1)N1CCN(Cc2ccccc2)CC1

These rows are one share of the data, so the mix of outcomes need not match the whole.
